# KDM4C inh: blocks human GASC-1 (KDM4C) demethylase activity | Q9H3R0 | GST-KDM4C 2-372, H3K9me3 peptide, LANCE TR-FRET | inhibition, % at 12.5 µM | 0.15% of 96,000 active | AID 720574;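 active = mean replicate inhibition above about 25%, with at least 55% of replicates also reaching it, limit read from the data, passing the limit was not always enough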
# Target sequence (Q9H3R0 2-372 limits assumed): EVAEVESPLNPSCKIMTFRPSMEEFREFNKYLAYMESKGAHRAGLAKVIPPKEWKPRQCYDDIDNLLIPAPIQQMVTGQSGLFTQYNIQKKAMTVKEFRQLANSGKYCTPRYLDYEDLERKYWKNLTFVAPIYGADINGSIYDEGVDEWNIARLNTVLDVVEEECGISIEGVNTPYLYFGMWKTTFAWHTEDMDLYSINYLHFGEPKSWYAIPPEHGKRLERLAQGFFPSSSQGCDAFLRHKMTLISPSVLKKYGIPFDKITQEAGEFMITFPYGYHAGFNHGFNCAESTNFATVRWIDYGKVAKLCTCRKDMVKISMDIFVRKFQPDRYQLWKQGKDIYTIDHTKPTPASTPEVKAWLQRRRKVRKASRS
#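 reagent = H3K9me3 peptide substrate, Fe(II), 2-oxoglutarate | system = GST-tagged GASC-1 (JMJD2C) catalytic fragment, aa 2-372 | amount = enzyme final amount 10 nM | read-out = Fall in 671/618 emission ratio as inhibition | medium = HEPES buffer, pH 7.5, plus ascorbate | schedule = 30 min reaction, 60 min detection, RT | measured by = LANCE TR-FRET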
# Tcruzi prolif: blocks T. cruzi growth in NIH3T3 culture | T. cruzi beta-gal in NIH3T3, GalScreen luminescence, 90 h | inhibition, % at 8.34 µM | 5.9% of 77,000 active | AID 624255;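 active = mean inhibition above about 93%, with at least 55% of replicates each passing it, limit read from the data, passing the limit was not always enough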
# Numbers without * were called inactive; . = not tested or not shown.
SMILES,KDM4C inh,Tcruzi prolif
CO[C@@H]1CN(C)C(=O)c2ccc(NC(=O)C3CCC3)cc2OC[C@@H](C)N(C(=O)Nc2ccc(C(F)(F)F)cc2)C[C@H]1C,.,49
CO[C@@H]1CN(C)C(=O)c2ccc(NC(=O)c3ccccn3)cc2OC[C@@H](C)N(C(=O)C2CCCC2)C[C@H]1C,.,12
C[C@@H]1CN([C@@H](C)CO)C(=O)c2cccc(NC(=O)CCCCCC(=O)Nc3ccccc3N)c2O[C@H]1CN(C)Cc1ccccc1,-0.5,.
C[C@@H]1CN([C@H](C)CO)C(=O)c2cc(NS(=O)(=O)c3ccccc3)ccc2O[C@H]1CN(C)S(=O)(=O)c1cn(C)cn1,-0.6,.
CCC(=O)Nc1ccc2c(c1)OC[C@H](C)N(CC1CC1)C[C@H](C)[C@H](OC)CN(C)C2=O,-0.9,.
C[C@@H]1CN([C@H](C)CO)C(=O)Cc2cc(NS(=O)(=O)c3cn(C)cn3)ccc2O[C@H]1CN(C)S(=O)(=O)c1ccc(Cl)cc1,1.6,.
C[C@H]1CN([C@@H](C)CO)C(=O)Cc2cc(NS(=O)(=O)c3cccs3)ccc2O[C@H]1CN(C)S(=O)(=O)c1cn(C)cn1,0.5,.
CO[C@H]1CN(C)C(=O)c2cc(NC(=O)C3CCCC3)ccc2OC[C@@H](C)N(CC2CC2)C[C@H]1C,-1.3,.
CCS(=O)(=O)Nc1ccc2c(c1)C(=O)N(C)C[C@H](OC)[C@@H](C)CN(C(=O)C1CC1)[C@H](C)CO2,-0.8,.
CO[C@H]1CN(C)C(=O)c2cc(NC(=O)C3CCC3)ccc2OC[C@@H](C)N(CC2CCCCC2)C[C@H]1C,2.4,.
CO[C@H]1CN(C)C(=O)c2cc(NC(=O)C3CC3)ccc2OC[C@@H](C)N(C)C[C@H]1C,-4.5,.
CO[C@H]1CN(C)C(=O)c2cc(NC(=O)C3CC3)ccc2OC[C@H](C)N(C)C[C@@H]1C,-1.4,.
CO[C@@H]1CN(C)C(=O)c2ccc(NC(C)=O)cc2OC[C@H](C)N(C(=O)C2CC2)C[C@H]1C,0.7,.
CCC(=O)Nc1ccc2c(c1)C(=O)N(C)C[C@@H](OC)[C@H](C)CN(CC1CC1)[C@@H](C)CO2,7.8,.
COc1ccc(S(=O)(=O)N(C)C[C@H]2Oc3c(NC(=O)Nc4ccccc4)cccc3C(=O)N([C@H](C)CO)C[C@@H]2C)cc1,-0.8,.
C[C@@H]1CN([C@@H](C)CO)C(=O)Cc2cc(NC(=O)Cn3cnnn3)ccc2O[C@@H]1CN(C)S(=O)(=O)c1ccccc1,7.0,.
CO[C@H]1CN(C)C(=O)c2cc(NC(=O)C3CCC3)ccc2OC[C@H](C)N(C(=O)CN(C)C)C[C@H]1C,1.2,.
CO[C@H]1CN(C)C(=O)c2ccc(NC(=O)C3CCCC3)cc2OC[C@H](C)N(CC2CC2)C[C@@H]1C,0.2,.
C[C@@H]1CCCCO[C@@H](CN(C)C(=O)Cc2ccccc2)[C@@H](C)CN([C@H](C)CO)C(=O)c2cc(NC(=O)Nc3ccc(F)cc3)ccc2O1,-2.6,.
CCCN1C[C@H](C)[C@H](OC)CN(C)C(=O)c2ccc(NC(=O)C3CC3)cc2OC[C@H]1C,1.6,.
CCC(=O)Nc1ccc2c(c1)OC[C@@H](C)N(CC1CC1)C[C@@H](C)[C@H](OC)CN(C)C2=O,0.6,.
CO[C@@H]1CN(C)C(=O)c2cc(NC(=O)C3CC3)ccc2OC[C@@H](C)NC[C@H]1C,-0.3,.
CO[C@H]1CN(C)C(=O)c2ccc(NC(=O)C3CCOCC3)cc2OC[C@H](C)N(CC2CC2)C[C@H]1C,2.2,.
CO[C@@H]1CN(C)C(=O)c2cc(NS(C)(=O)=O)ccc2OC[C@H](C)N(CC2CC2)C[C@@H]1C,-1.0,.
CO[C@H]1CN(C)C(=O)c2cc(NC(=O)C3CC3)ccc2OC[C@H](C)N(CC2CCOCC2)C[C@@H]1C,0.5,.
Cc1noc(C)c1NC(=O)N(C)C[C@@H]1Oc2ccc(NC(=O)CCC(F)(F)F)cc2C(=O)N([C@@H](C)CO)C[C@H]1C,-0.5,.
CO[C@H]1CN(C)C(=O)c2ccc(NS(C)(=O)=O)cc2OC[C@@H](C)N(CC2CC2)C[C@@H]1C,0.5,.
CCC(=O)Nc1ccc2c(c1)C(=O)N(C)C[C@@H](OC)[C@@H](C)CN(CC1CC1)[C@@H](C)CO2,-0.7,.
C[C@@H]1CCCCO[C@H](CN(C)C(=O)NC2CCCCC2)[C@@H](C)CN([C@H](C)CO)C(=O)c2cc(NS(=O)(=O)c3cn(C)cn3)ccc2O1,-1.3,.
C[C@H](CO)N1C[C@H](C)[C@@H](CN(C)C(=O)Nc2ccc(C(F)(F)F)cc2)Oc2ccc(NC(=O)CCCCCC(=O)Nc3ccccc3N)cc2C1=O,-0.4,.
C[C@@H]1CN([C@@H](C)CO)C(=O)Cc2cc(NC(=O)Cn3cnnn3)ccc2O[C@H]1CN(C)C(=O)Nc1cccc2ccccc12,-0.4,.
Cc1ccc(S(=O)(=O)N(C)C[C@@H]2Oc3ccc(NC(=O)Nc4cccc5ccccc45)cc3C(=O)N([C@H](C)CO)C[C@H]2C)cc1,-3.8,.
C[C@@H]1CN([C@H](C)CO)C(=O)Cc2cc(NC(=O)Nc3ccccc3)ccc2O[C@@H]1CN(C)CC1CC1,-0.1,.
O=C(C[C@H]1C=C[C@H](NC(=O)c2ccncc2)[C@@H](CO)O1)NCC1CCCCC1,-1.0,.
CO[C@H]1CN(C)C(=O)c2cc(NC(=O)C3CCCC3)ccc2OC[C@H](C)N(CC2CC2)C[C@H]1C,-1.6,.
CO[C@H]1CN(C)C(=O)c2ccc(NC(=O)C3CC3)cc2OC[C@H](C)N(C(=O)c2ccccc2)C[C@H]1C,-1.0,.
Cc1noc(C)c1S(=O)(=O)Nc1ccc2c(c1)C(=O)N([C@H](C)CO)C[C@@H](C)[C@@H](CN(C)Cc1ccc3c(c1)OCO3)O2,-4.6,.
CCC(=O)N1C[C@@H](C)[C@H](OC)CN(C)C(=O)c2cc(NC(=O)C3CCCCC3)ccc2OC[C@@H]1C,12,.
CO[C@H]1CN(C)C(=O)c2cc(NC(=O)C3CC3)ccc2OC[C@H](C)N(C)C[C@H]1C,-0.6,.
C[C@H](CO)N1C[C@H](C)[C@@H](CN(C)Cc2ccc(-c3ccccc3)cc2)Oc2c(NC(=O)Nc3ccccc3)cccc2C1=O,0.7,.
COc1ccc(S(=O)(=O)N(C)C[C@H]2Oc3ccc(NC(=O)Nc4ccc5c(c4)OCO5)cc3CC(=O)N([C@@H](C)CO)C[C@@H]2C)cc1,-0.7,.
CO[C@H]1CN(C)C(=O)c2cc(NS(C)(=O)=O)ccc2OC[C@@H](C)N(C(=O)C2CC2)C[C@@H]1C,0.1,.
CCCN1C[C@@H](C)[C@@H](OC)CN(C)C(=O)c2ccc(NC(=O)C3CC3)cc2OC[C@H]1C,2.1,.
C[C@@H]1CCCCO[C@H](CN(C)C(=O)Nc2ccccc2)[C@H](C)CN([C@H](C)CO)C(=O)c2cc(NS(=O)(=O)c3ccc(Cl)cc3)ccc2O1,0.1,.
CO[C@@H]1CN(C)C(=O)c2cc(NC(=O)C3CCC3)ccc2OC[C@@H](C)N(C(=O)CN(C)C)C[C@@H]1C,-0.3,.
CCCN1C[C@@H](C)[C@@H](OC)CN(C)C(=O)c2cc(NC(=O)C3CC3)ccc2OC[C@H]1C,-2.2,.
CO[C@@H]1CN(C)C(=O)c2ccc(NC(=O)C3CC3)cc2OC[C@@H](C)N(C(=O)c2ccccc2)C[C@H]1C,1.0,.
Cc1cc(C(=O)Nc2cccc3c2O[C@@H](CN(C)S(=O)(=O)c2ccccc2)[C@H](C)CN([C@@H](C)CO)C3=O)n(C)n1,-0.6,.
CO[C@@H]1CN(C)C(=O)c2cc(NC(=O)C3CCC3)ccc2OC[C@H](C)N(CC2CCCCC2)C[C@H]1C,-0.2,.
C[C@@H]1CN([C@H](C)CO)C(=O)c2cc(NC(=O)Nc3ccc(C(F)(F)F)cc3)ccc2O[C@H]1CN(C)S(=O)(=O)c1ccccc1,-0.5,.
CO[C@@H]1CN(C)C(=O)c2cc(NS(C)(=O)=O)ccc2OC[C@@H](C)N(C(=O)C2CC2)C[C@H]1C,0.3,.
C[C@@H]1CN([C@@H](C)CO)C(=O)Cc2cc(NC(=O)Nc3ccc(F)cc3)ccc2O[C@@H]1CN(C)Cc1ccc(Cl)c(Cl)c1,1.1,.
C[C@@H]1CN([C@@H](C)CO)C(=O)c2cc(NC(=O)CCC(F)(F)F)ccc2O[C@H]1CN(C)Cc1ccc(Cl)c(Cl)c1,1.0,.
CCC(=O)Nc1ccc2c(c1)C(=O)N(C)C[C@@H](OC)[C@H](C)CN(CC1CC1)[C@H](C)CO2,-1.3,.
CO[C@H]1CN(C)C(=O)c2ccc(NC(=O)C3CCCC3)cc2OC[C@@H](C)N(C(C)=O)C[C@H]1C,-1.3,.
Cc1ccc(S(=O)(=O)Nc2ccc3c(c2)C(=O)N([C@H](C)CO)C[C@H](C)[C@@H](CN(C)Cc2ccc(-c4ccccc4)cc2)O3)cc1,-1.1,.
CO[C@@H]1CN(C)C(=O)c2cc(NC(=O)C3CCC3)ccc2OC[C@@H](C)N(CC2CCCCC2)C[C@H]1C,2.0,.
CO[C@@H]1CN(C)C(=O)c2cc(NC(=O)C3CC3)ccc2OC[C@@H](C)N(Cc2nccs2)C[C@@H]1C,-0.8,.
CO[C@@H]1CN(C)C(=O)c2ccc(NC(=O)C3CC3)cc2OC[C@H](C)N(Cc2cccnc2)C[C@@H]1C,-0.1,.
CCC(=O)Nc1ccc2c(c1)C(=O)N(C)C[C@H](OC)[C@@H](C)CN(C(=O)C1CC1)[C@H](C)CO2,1.0,.
# (listing goes on)
SMILES,KDM4C inh,Tcruzi prolif
CCC(=O)Nc1ccc2c(c1)OC[C@@H](C)N(CC1CC1)C[C@H](C)[C@@H](OC)CN(C)C2=O,-0.3,.
Cc1ccc(S(=O)(=O)Nc2ccc3c(c2)C(=O)N([C@H](C)CO)C[C@@H](C)[C@H](CN(C)C(=O)Nc2ccccc2)OCCCC[C@H](C)O3)cc1,0.3,.
COc1ccc(S(=O)(=O)N(C)C[C@@H]2Oc3c(NC(=O)Nc4cccc5ccccc45)cccc3C(=O)N([C@@H](C)CO)C[C@H]2C)cc1,-0.6,.
CCC(=O)Nc1ccc2c(c1)OC[C@@H](C)N(C(=O)C1CCC1)C[C@@H](C)[C@H](OC)CN(C)C2=O,-0.3,.
CO[C@H]1CN(C)C(=O)c2cc(NC(C)=O)ccc2OC[C@H](C)N(CC2CC2)C[C@H]1C,0.5,.
CO[C@H]1CN(C)C(=O)c2ccc(NC(=O)C3CC3)cc2OC[C@H](C)N(C(=O)NC(C)C)C[C@H]1C,0.2,.
CCC(=O)Nc1ccc2c(c1)OC[C@H](C)N(C(=O)C1CCC1)C[C@H](C)[C@H](OC)CN(C)C2=O,-1.3,.

# In the list so far, these have nitrogen in an aromatic ring:
SMILES,KDM4C inh,Tcruzi prolif
CO[C@@H]1CN(C)C(=O)c2ccc(NC(=O)c3ccccn3)cc2OC[C@@H](C)N(C(=O)C2CCCC2)C[C@H]1C,.,12
C[C@@H]1CN([C@H](C)CO)C(=O)c2cc(NS(=O)(=O)c3ccccc3)ccc2O[C@H]1CN(C)S(=O)(=O)c1cn(C)cn1,-0.6,.
C[C@@H]1CN([C@H](C)CO)C(=O)Cc2cc(NS(=O)(=O)c3cn(C)cn3)ccc2O[C@H]1CN(C)S(=O)(=O)c1ccc(Cl)cc1,1.6,.
C[C@H]1CN([C@@H](C)CO)C(=O)Cc2cc(NS(=O)(=O)c3cccs3)ccc2O[C@H]1CN(C)S(=O)(=O)c1cn(C)cn1,0.5,.
C[C@@H]1CN([C@@H](C)CO)C(=O)Cc2cc(NC(=O)Cn3cnnn3)ccc2O[C@@H]1CN(C)S(=O)(=O)c1ccccc1,7.0,.
Cc1noc(C)c1NC(=O)N(C)C[C@@H]1Oc2ccc(NC(=O)CCC(F)(F)F)cc2C(=O)N([C@@H](C)CO)C[C@H]1C,-0.5,.
C[C@@H]1CCCCO[C@H](CN(C)C(=O)NC2CCCCC2)[C@@H](C)CN([C@H](C)CO)C(=O)c2cc(NS(=O)(=O)c3cn(C)cn3)ccc2O1,-1.3,.
C[C@@H]1CN([C@@H](C)CO)C(=O)Cc2cc(NC(=O)Cn3cnnn3)ccc2O[C@H]1CN(C)C(=O)Nc1cccc2ccccc12,-0.4,.
O=C(C[C@H]1C=C[C@H](NC(=O)c2ccncc2)[C@@H](CO)O1)NCC1CCCCC1,-1.0,.
Cc1noc(C)c1S(=O)(=O)Nc1ccc2c(c1)C(=O)N([C@H](C)CO)C[C@@H](C)[C@@H](CN(C)Cc1ccc3c(c1)OCO3)O2,-4.6,.
Cc1cc(C(=O)Nc2cccc3c2O[C@@H](CN(C)S(=O)(=O)c2ccccc2)[C@H](C)CN([C@@H](C)CO)C3=O)n(C)n1,-0.6,.
CO[C@@H]1CN(C)C(=O)c2cc(NC(=O)C3CC3)ccc2OC[C@@H](C)N(Cc2nccs2)C[C@@H]1C,-0.8,.
CO[C@@H]1CN(C)C(=O)c2ccc(NC(=O)C3CC3)cc2OC[C@H](C)N(Cc2cccnc2)C[C@@H]1C,-0.1,.

# Bioassay records deposited in PubChem by Broad Institute.

# A portion of the library; the hit share may differ from the screen's.
